NSD2 HMT inh: NSD2 (human) methyltransferase inhibition | O96028 | NSD2 peptide methylation, AlphaScreen, 120 min | inhibition, % at 12.5 µM | AID 743445 | 310,000 compounds, 0.54% hits; in the data active means inhibition above about 50%
DAGLB inhibitor: blocks human DAGLB lipase activity | 340,000 compounds, 0.059% hits | HEK293T DAGLB membrane lysate, EnzChek fluorogenic substrate | Q8NCG7 | inhibition, % at 5.17 µM; in the data active means inhibition above about 34%;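 further: 0% = enzyme with vehicle and 100% = wells lacking enzyme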
Target sequence (Q8NCG7 whole entry, looked up): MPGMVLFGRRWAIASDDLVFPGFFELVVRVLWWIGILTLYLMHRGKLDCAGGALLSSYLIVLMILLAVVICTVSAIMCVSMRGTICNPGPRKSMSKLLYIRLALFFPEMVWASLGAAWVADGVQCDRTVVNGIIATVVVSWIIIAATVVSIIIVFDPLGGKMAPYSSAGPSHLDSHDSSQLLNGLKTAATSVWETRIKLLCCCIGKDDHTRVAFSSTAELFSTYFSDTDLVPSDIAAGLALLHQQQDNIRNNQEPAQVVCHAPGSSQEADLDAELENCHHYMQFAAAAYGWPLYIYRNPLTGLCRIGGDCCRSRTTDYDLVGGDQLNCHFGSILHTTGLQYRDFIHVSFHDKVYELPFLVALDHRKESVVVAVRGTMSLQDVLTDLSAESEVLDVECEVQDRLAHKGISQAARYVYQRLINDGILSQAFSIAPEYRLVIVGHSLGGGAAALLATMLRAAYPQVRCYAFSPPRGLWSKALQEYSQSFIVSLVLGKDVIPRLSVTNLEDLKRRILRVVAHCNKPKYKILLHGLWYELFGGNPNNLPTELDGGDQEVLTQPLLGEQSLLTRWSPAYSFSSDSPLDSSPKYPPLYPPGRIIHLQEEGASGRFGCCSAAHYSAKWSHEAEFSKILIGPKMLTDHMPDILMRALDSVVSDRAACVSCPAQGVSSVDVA
Keap1 Nrf2 FP: inhibitors of human Keap1-Nrf2 protein-protein interaction. Q14145. Keap1 Kelch-Nrf2 peptide fluorescence polarization, 1536-well. inhibition, % at 9.4 µM. 340,000 compounds, 0.15% hits. AID 504523; in the data active means inhibition above about 12%;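 further: human Keap1 Kelch domain with fluorescein labeled Nrf2 9mer peptide probe; 0% = neutral control wells and 100% = peptide positive control; higher means more block of Keap1 binding to Nrf2 peptide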
Arr AP2 block: inhibitors of human beta-arrestin and AP2 interaction. AID 504490. FITC-arrestin peptide / GST-AP2 beads, flow cytometry; AP2 beta2 appendage carries R879A mutation. 340,000 compounds, 0.31% hits. inhibition, % at 10 µM;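 active means inhibition above a set limit, near 3 SD of compounds lacking own fluorescence, cut at about 54% in these data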;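 further: plate controls were DMSO wells for no effect and 5 µM unlabelled arrestin peptide for full effect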
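System: GST-AP2 R879A glutathione beads | Also added: FITC-arrestin peptide, 50 nM | Times: 12 min plus 1 h, RT | Signal: Bead flow cytometry, FITC channel | Buffer or medium: PBS with 0.05% Tween 20 and 0.1% BSA | Read-out basis: Percent drop in bead-associated FITC signal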
SR-BI DiI inh: blocks mouse SR-BI lipid uptake from DiI-HDL; Q61009; ldlA[mSR-BI] CHO cells, DiI-HDL uptake fluorescence, 3 h; inhibition, % at 12.5 µM; 320,000 compounds, 0.96% hits;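 active means mean replicate inhibition of at least 70% and a set share of replicates each scoring 70 or more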;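 further: 0% = median of neutral control wells and 100% = median of positive control wells; values of inactives mirror those of a sister screen read the other way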
SR-BI DiI-HDL act: activators of SR-BI mediated HDL lipid uptake; CHO ldlA[mSR-BI] cells, DiI-HDL uptake fluorescence, 3 h; 100 = double the neutral-control signal; activation, % at 12.5 µM; 320,000 compounds, 0.096% hits;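 active means mean replicate activation of at least 60% and every replicate at or above 60%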;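 further: 0% = median plate neutral-control signal and 100% = twice that signal; values of inactives mirror those of a sister screen read the other way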
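Material: SR-BI-overexpressing, LDLR-lacking CHO cells; schedule: compound exposure 3 h, 37 °C; reagent: DiI-labelled HDL at 10 µg/mL final; technique: bottom-read fluorescence, 550/595 nm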
PKA-R2B activ: activates the human PKA-R2B holoenzyme complex; AID 504700; activation, % at 11.4 µM; PKA-R2B holoenzyme dissociation, Cy5-IP20 fluorescence polarization; R2B truncated from residue 108, S112A mutant; 0% DMSO only, 100% 113 µM cGMP; P22694+P31323; 340,000 compounds, 0.079% hits;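 active means activation above a cutoff set at the mean over all compounds plus 3 SD, cut at about 18% in these data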;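 further: higher means more holoenzyme dissociation and a rise in polarization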
Target sequence (P31323 whole entry, looked up, other chains not shown, the tested form may be a part): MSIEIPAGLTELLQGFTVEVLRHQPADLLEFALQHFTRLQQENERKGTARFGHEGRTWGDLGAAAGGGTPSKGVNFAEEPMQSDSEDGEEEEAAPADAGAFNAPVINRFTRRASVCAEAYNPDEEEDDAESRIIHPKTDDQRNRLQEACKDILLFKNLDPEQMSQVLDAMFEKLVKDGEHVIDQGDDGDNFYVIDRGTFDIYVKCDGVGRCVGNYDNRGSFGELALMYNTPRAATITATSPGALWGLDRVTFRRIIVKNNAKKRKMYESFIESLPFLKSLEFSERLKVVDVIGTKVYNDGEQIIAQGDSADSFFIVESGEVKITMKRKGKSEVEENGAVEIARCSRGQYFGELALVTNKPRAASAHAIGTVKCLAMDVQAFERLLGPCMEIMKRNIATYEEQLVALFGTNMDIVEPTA
PvdQ acylase: blocks Pseudomonas aeruginosa PvdQ acylase activity | 340,000 compounds, 0.063% hits | AID 488965 | purified PvdQ acylase, fluorescence plate reader | inhibition, % at 10 µM; in the data active means inhibition above about 30%, passing the limit was not always enough;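 further: 0% = vehicle neutral wells and 100% = reference inhibitor wells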
Cardiac RTF inh: cardiac RTF calcium desensitization; P19429+P45379; IANBD-labeled cardiac RTF, Ca2+ fluorescence; inhibition, % at 7.15 µM; 340,000 compounds, 0.12% hits;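 active means inhibition above the mean inhibition of all tested compounds plus 3 SD, cut at about 17% in these data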;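 further: assay run at fixed EC70 calcium of 1.6 mM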
C-LANA FP: KSHV C-LANA DNA binding inhibition; MBP-C-LANA/FAM-LBS DNA binding, fluorescence polarization; inhibition, % at 9 µM; 340,000 compounds, 0.078% hits; AID 504423;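 active means highest replicate inhibition at or above 60% at 9 µM, even if other replicates fall short; inactive means all replicates below 60% inhibition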;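 further: 0% = neutral control wells and 100% = 4 µM acridine orange control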
Numbers without * were called inactive; . = no result given.

SMILES	NSD2 HMT inh	DAGLB inhibitor	Keap1 Nrf2 FP	Arr AP2 block	SR-BI DiI inh	SR-BI DiI-HDL act	PKA-R2B activ	PvdQ acylase	Cardiac RTF inh	C-LANA FP
COCCNC(=S)N(C)C1(c2ccccc2Cl)CCCCC1=O (configuration not stated)	-2.7	-1.9	-2.1	12.7	-26.2	26.2	-11.2	1.0	1.5	-1.7
Cc1ccccc1C(=O)NC1CCN(CC(=O)Nc2ccc(Br)cc2)CC1	-1.7	-0.9	2.9	2.5	5.1	-5.1	7.0	-13.2	-3.8	0.2
COC(=O)CC(NS(=O)(=O)c1cccs1)c1cccc2ccccc12 (configuration not stated)	-0.8	-1.8	-5.8	-1.9	2.6	-2.6	-1.1	-16.1	-19.4	-0.8
Cc1ccc(S(=O)(=O)NNC(=S)Nc2cccc(F)c2)cc1	3.6	-3.5	-4.6	13.6	-8.5	8.5	-6.6	5.2	-6.1	-0.6
CN(Cc1nc(-c2cnccn2)no1)C1CC(C)(C)NC(C)(C)C1	3.5	1.3	-6.8	-5.0	-6.4	6.4	2.2	-23.0	-0.6	-1.2
CNc1cc([N+](=O)[O-])ccc1N/C=C/C(=O)c1cccs1	3.9	6.1	1.0	11.3	25.2	-25.2	-5.7	3.3	-2.4	-2.0
O=C(COC(=O)C1CC(O)CN1S(=O)(=O)c1ccc(Cl)cc1)c1ccccc1Cl (configuration not stated)	-3.5	-2.7	4.6	9.1	14.1	-14.1	7.2	-8.8	-2.8	-1.7
O=C(O)c1c(NC(=O)N2CCOCC2)sc2c1CCCC2	0.8	-0.8	-4.1	28.8	-11.9	11.9	2.3	-8.8	-7.7	0.9
O=C(CN(C(=O)CNS(=O)(=O)c1ccccc1)c1ccc2c(c1)OCCO2)NCc1ccco1	2.2	2.6	2.9	-0.1	-15.7	15.7	-0.1	-9.5	-2.0	1.4
O=C(Nc1ccccc1)Nc1cccc(Cl)c1	5.0	-1.9	-2.3	8.0	21.8	-21.8	2.0	-6.9	-5.1	0.2
CC1(NC(=S)NCCO)CCS(=O)(=O)C1 (configuration not stated)	16.9	0.0	-4.4	10.1	-13.4	13.4	-3.7	-7.0	11.2	0.4
CN(C)CCSc1nc(N)c2c3c(sc2n1)CN(C)CC3	26.5	-1.7	-4.7	-2.5	-11.0	11.0	11.3	-7.2	-9.0	-12.8
C=CCOc1nc2c(c(=O)n(C)c(=O)n2C)n1Cc1ccc(Cl)cc1	-1.3	2.5	-2.1	-7.2	11.9	-11.9	-5.1	7.9	3.0	0.2
O=C(Nc1ccc(S(=O)(=O)N2CCCCC2)cc1)C1CCN(C(=O)c2ccco2)CC1	-0.2	2.6	-8.2	13.0	.	.	-11.6	-5.9	-11.3	0.7
Cn1c2ccc(F)cc2c2nnc(SCCN3CCCCC3)nc21	-0.5	-1.2	-1.6	2.1	4.3	-4.3	-2.4	9.6	3.2	-2.1
Cc1ccc(CNC(=O)c2cc(=O)c3cc(C)ccc3o2)cc1	-1.7	0.8	0.9	0.8	-3.4	3.4	-8.8	-8.0	-6.3	-0.1
Cc1noc(NS(=O)(=O)c2ccc(N3C(=O)c4ccccc4C3=O)cc2)c1C	5.0	-2.6	3.0	-6.0	-15.7	15.7	-13.7	-12.4	1.9	1.3
C/C(=C\c1ccccc1)CN1CCN(c2cccc(Cl)c2)CC1	.	-23.5	-3.7	10.4	12.5	-12.5	-4.6	2.4	-4.3	0.5
COc1cc(NCCCC(C)N)c2ncccc2c1 (configuration not stated)	140.7*	-4.4	4.7	22.7	14.2	-14.2	4.4	-11.4	-17.0	-0.9
O=C(N/N=C/c1cn(-c2ccccc2)nc1-c1cccnc1)c1ccc(F)cc1	-2.2	-5.8	2.1	44.2	59.1	-59.1	3.7	8.2	-0.8	1.2
CN(CC(=O)N1CCc2ccccc2C1)S(=O)(=O)c1ccc2c(c1)c(=O)n(C)c(=O)n2C	.	0.3	3.7	3.1	.	.	-7.0	-7.0	-3.4	0.4
O=C(NCC(O)CO)c1csc(Nc2cccc3ccccc23)n1 (configuration not stated)	0.9	0.0	-0.3	-9.1	40.0	-40.0	-8.3	-19.1	-2.6	-1.6
CCOc1ccc2nc(NCCO)[nH]c2c1	0.8	-1.2	-5.9	3.8	-23.3	23.3	-7.2	-7.8	-1.4	-0.9
CN1C(=O)C(C)(C)c2cc(S(=O)(=O)NCc3ccc(C(=O)NCc4ccco4)cc3)ccc21	.	-0.6	-2.8	18.9	-3.3	3.3	-17.0	-3.3	-2.2	-0.1
CCCN(CC(=O)Nc1ccc(Cl)cc1Cl)C(=O)c1ccc(=O)[nH]c1	-1.8	4.4	3.9	-8.0	-13.8	13.9	-13.8	13.0	0.7	-0.4
CCCNC(=O)CSc1nnc(C)s1	1.1	-4.8	-4.5	-3.6	-9.2	9.2	4.5	-15.4	-4.3	-0.6
CCc1nnc(NC(=O)CSc2nccn2-c2cccc(C)c2C)s1	.	0.8	-0.8	19.4	-14.7	14.7	5.5	4.8	-0.9	1.8
Cc1ccccc1-c1noc(-c2ccc(Cl)cc2)n1	3.6	-3.9	-4.3	6.2	1.6	-1.6	-7.6	-11.9	3.3	2.1
COc1ccc2nnc(-c3ccc(C(F)(F)F)cc3)n2n1	0.4	0.1	-2.1	-11.6	5.8	-5.8	-2.5	-16.1	0.7	0.1
Cc1cc(NC(=O)COC(=O)CCC(=O)c2ccc(F)cc2)no1	0.1	-4.5	2.3	4.1	-3.0	3.0	-1.4	-21.0	-6.0	3.4
COc1ccc(CNC(=O)CN2CCN(c3cccc(C)c3C)CC2)cc1	-0.2	-4.5	6.3	-7.0	-11.8	11.8	-6.3	-3.2	-9.1	-4.7
CC(C)CNC(=S)N1CCN(c2nc3ccccc3s2)CC1	.	-0.9	-3.2	20.4	12.1	-12.1	-0.3	-1.6	-3.4	0.5
CCN(CC)S(=O)(=O)c1ccc(N2CCOCC2)c(NC(=O)Cc2cccc3ccccc23)c1	0.8	-6.7	-3.2	-5.4	8.4	-8.4	-12.4	-10.0	2.3	-0.2
O=C(Nc1cccc2ccccc12)c1ccc(Br)o1	-1.0	-4.8	0.8	7.3	.	.	-8.9	1.5	-6.4	0.1
CC(=O)c1c(O)ccc2c(-c3ccccc3)cc(=O)oc12	-1.9	1.9	1.3	-2.7	-22.7	22.7	-10.1	-4.4	6.7	-0.4
O=C(Nc1ccc(Br)cc1)c1ccc(F)c(S(=O)(=O)NCc2cccs2)c1	-1.5	-2.1	3.8	22.8	1.5	-1.5	-1.9	5.9	-12.8	-0.9
COc1cccc(/C=N/n2c(C3CCCCC3)n[nH]c2=S)c1	2.2	-5.2	0.2	17.6	7.7	-7.7	-11.1	19.0	-6.6	-0.9
CN1CCN(c2ccccc2NC(=O)c2sc3ccccc3c2Cl)CC1	.	-6.6	3.5	-23.5	42.7	-42.7	-1.9	-4.1	5.5	-0.3
CCNC(=O)NC(=O)C(C)OC(=O)C1CCN(S(=O)(=O)c2ccc(C)c(C)c2)CC1 (configuration not stated)	1.0	1.8	-4.0	-5.3	-2.0	2.0	-15.7	-26.2	-5.6	0.4
Nc1nc(SCc2ccccc2)c2ncn(C3OC(CO)C(O)C3O)c2n1 (configuration not stated)	-0.6	1.5	-0.5	6.9	-6.8	6.8	-4.1	-1.1	-0.1	3.1
CN(C)S(=O)(=O)c1cccc(NC(=O)COC(=O)c2cccc(S(=O)(=O)N3CCc4ccccc4C3)c2)c1	-0.4	-2.9	0.6	22.3	28.1	-28.1	-0.8	12.5	4.1	1.0
CCOC(=O)c1ccc(NC(=O)c2nc[nH]c2C(=O)N[C@@H](CC(C)C)C(=O)OC(C)(C)C)cc1	.	-4.2	8.5	3.7	32.8	-32.8	-10.4	5.4	1.8	-1.3
O=C(NCc1ccc(Cl)cc1)c1cc(-c2ccco2)on1	2.1	-14.3	-1.2	1.9	25.1	-25.1	-1.8	-11.9	-9.6	0.7
CC(C)c1ccc(NC(=O)N2CCOCC2)cc1	-2.6	-3.2	3.2	-22.4	-36.4	36.4	0.5	-17.4	-0.6	1.4
CCOC(=O)C1=C(C)N(C)C(C)=C(C(=O)OCC)C1c1cccnc1	-2.2	3.5	6.2	5.6	-13.1	13.1	3.5	-0.2	-0.1	1.7
O=C(Nc1ccc(F)cc1)c1ccc2nc[nH]c2c1	4.1	-4.2	-2.7	-3.1	-7.2	7.2	-2.6	6.6	5.3	-0.7
CCOc1cc(C(C(=O)NCC2CCCO2)N(C(=O)Cn2nnc3ccccc32)c2ccc(NC(C)=O)cc2)ccc1O (configuration not stated)	-6.1	-0.9	-4.0	9.2	.	.	14.6	-9.0	-41.7	0.0
COc1ccc(-c2nnc(-c3ccc4ccccc4c3)o2)cc1	3.0	-12.1	-1.5	5.6	22.7	-22.7	14.1	-12.7	-9.0	2.2
Cc1cc(Cl)ccc1NC(=O)CN1CCCC1	1.3	-0.9	-1.9	31.3	-4.1	4.1	-5.1	8.6	5.2	1.1
O=C1c2cccc(Cl)c2C(=O)c2c1cccc2N1CCCC1	73.9*	44.4*	-0.4	2.8	.	.	-5.2	1.4	-1.4	1.1
COc1ccc(Cl)cc1NS(=O)(=O)c1cccc(C(=O)NCCCN2CCCC2=O)c1	-0.2	-6.8	-5.1	-1.6	0.6	-0.6	-2.9	-13.2	-1.5	1.4
CCn1cc(/C=N\NC(=O)Cc2ccc([N+](=O)[O-])cc2)c(C)n1	1.4	0.6	-1.5	-1.7	-15.1	15.1	-6.2	-8.3	-3.2	-3.8
Cc1ccc(Cn2ccc(NC(=O)c3cc(-c4cccc(Cl)c4)on3)n2)cc1	2.2	-0.1	-9.1	4.4	11.8	-11.8	2.7	-16.2	-5.1	-1.5
Cc1c(CCC(=O)NCCCn2ccnc2)c(=O)oc2cc3occ(C(C)(C)C)c3cc12	12.7	1.4	-2.7	2.8	24.3	-24.3	3.6	-12.8	-3.6	0.3
O=C(O)c1ccccc1NS(=O)(=O)c1ccc2c(c1)OCCO2	3.0	0.4	-4.4	-6.7	-11.8	11.8	2.3	-8.5	-9.5	3.3
COc1ccc(OC)c(CCNC(=O)c2nn(C)c3c2CS(=O)(=O)c2ccccc2-3)c1	-0.9	-0.4	-6.7	25.6	47.5	-47.5	-9.0	4.0	-3.0	0.1

Part of the list above, showing only C-LANA FP, Cardiac RTF inh and NSD2 HMT inh.
SMILES	C-LANA FP	Cardiac RTF inh	NSD2 HMT inh
CCn1cc(/C=N\NC(=O)Cc2ccc([N+](=O)[O-])cc2)c(C)n1	-3.8	-3.2	1.4
CCOC(=O)c1ccc(NC(=O)c2nc[nH]c2C(=O)N[C@@H](CC(C)C)C(=O)OC(C)(C)C)cc1	-1.3	1.8	.
